CRFR2-BP antag: antagonists of CRF-binding protein/CRF-R2 receptor complex; HEK293 CRF-R2/CRF-BP, CRF-induced calcium fluorescence; inhibition, % at 11.8 µM; 0.59% of 350,000 active; AID 588475;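 active = inhibition of the ligand-induced calcium signal above about 50% at the single tested concentration, limit read from the data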
TAAR1 antag: antagonists of human TAAR1; Q96RJ0; CHO RD-HGA16 TAAR1, Fluo-8 calcium fluorescence, antagonist; inhibition, % at 3 µM; 1.5% of 360,000 active;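 active = inhibition above a per-plate cutoff, the mean inhibition of test compounds on that plate plus 3 SD, cut at about 49% in these data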;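 also: 0% = DMSO plus EC80 beta-PEA response and 100% = DMSO alone without agonist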
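Test system – hTAAR1-expressing CHO RD-HGA16 cells, Gα16-coupled · Reagent – β-PEA at EC80 concentration, post-compound challenge · Compound dosing – 3 µM, single point · Timing – 140 s kinetic read after compound, 140 s after agonist · Detection – Fluo-8 intracellular calcium dye fluorescence, real-time kinetic reads · Control set – DMSO and EC80 PEA controls · Repeats – n of 1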
CHRM5 antagonist: blocks acetylcholine activation of human M5 receptor; 0.59% of 360,000 active; P08912; inhibition, % at 3 µM; CHO-hM5 cells, Fluo-8 calcium fluorescence, ACh EC80;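 active = inhibition above a per-plate cutoff, the mean of that plate's test compounds plus 3 SD, cut at about 27% in these data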;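 also: 0% = acetylcholine EC80 with DMSO and 100% = DMSO without agonist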
Target sequence (P08912 whole entry, looked up): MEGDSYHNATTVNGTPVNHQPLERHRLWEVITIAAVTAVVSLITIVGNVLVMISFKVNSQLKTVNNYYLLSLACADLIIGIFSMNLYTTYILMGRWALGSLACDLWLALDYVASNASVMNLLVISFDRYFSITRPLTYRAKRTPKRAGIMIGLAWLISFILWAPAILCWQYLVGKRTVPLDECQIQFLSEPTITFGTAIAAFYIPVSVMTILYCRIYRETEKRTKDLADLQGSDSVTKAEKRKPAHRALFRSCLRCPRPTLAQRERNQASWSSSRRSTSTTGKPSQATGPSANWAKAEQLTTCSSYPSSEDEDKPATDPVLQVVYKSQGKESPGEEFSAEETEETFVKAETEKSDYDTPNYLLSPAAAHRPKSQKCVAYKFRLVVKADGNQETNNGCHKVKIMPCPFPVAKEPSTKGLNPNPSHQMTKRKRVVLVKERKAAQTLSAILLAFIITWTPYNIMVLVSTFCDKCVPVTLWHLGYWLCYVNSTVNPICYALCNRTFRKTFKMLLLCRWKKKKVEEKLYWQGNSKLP
M5 PAM: positive allosteric modulators of human muscarinic M5 receptor. P08912. CHO-K1 hM5, Fluo-8 calcium, ACh EC20 PAM; 0% = ACh EC20, 100% = ACh EC100. activation, % at 3 µM. 0.3% of 360,000 active;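 active = activation above the run cutoff, the mean activation of all test compounds plus 3 SD, cut at about 18% in these data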
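System: CHO-K1 cell line with stable human muscarinic M5 receptor expression | Also added: EC20 acetylcholine as agonist stimulus | Compound: One concentration, 3 µM final (nominal) | Timing: Fluo-8 loading 80 min at 37 °C plus 30 min room temperature | Measured by: Fluo-8 calcium dye fluorescence, kinetic read | Read-out basis: % activation, ACh-normalized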
CRFR2-BP ag: CRF-BP/CRF-R2 complex agonism; HEK293 CRF-R2/CRF-BP, calcium dye fluorescence (FLIPR); percent of saturating CRF peptide response; activation, % at 13.2 µM; 0.46% of 350,000 active; AID 588473;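 active = activation of at least 50%, plus an integration ratio under a set limit after plate pattern correction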;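 also: plate controls were neutral control wells without compound for no effect and CRF at EC100 for full effect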
CHRM5 agonist: CHRM5 agonism in calcium assay; activation, % at 3 µM; CHO-K1 hM5 cells, Fluo-8 calcium fluorescence; 0% DMSO wells, 100% maximal acetylcholine response; AID 624037; P08912; 0.19% of 360,000 active;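 active = activation above the run's mean over test compounds plus 3 SD, cut at about 23% in these data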;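 also: signal is peak over basal fluorescence ratio across the kinetic read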
M4 PAM: positive allosteric modulators of human muscarinic M4 receptor; P08173; CHO-K1 hM4/Gqi5, Fluo-8 calcium fluorescence, ACh EC20; 0% = ACh EC20, 100% = maximal ACh; activation, % at 3 µM; 0.4% of 360,000 active;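 active = activation above its plate's cutoff, the mean activation of sample wells plus 3 SD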; also: some results filed as inactive read as strong as hits
Target sequence (P08173 whole entry, looked up): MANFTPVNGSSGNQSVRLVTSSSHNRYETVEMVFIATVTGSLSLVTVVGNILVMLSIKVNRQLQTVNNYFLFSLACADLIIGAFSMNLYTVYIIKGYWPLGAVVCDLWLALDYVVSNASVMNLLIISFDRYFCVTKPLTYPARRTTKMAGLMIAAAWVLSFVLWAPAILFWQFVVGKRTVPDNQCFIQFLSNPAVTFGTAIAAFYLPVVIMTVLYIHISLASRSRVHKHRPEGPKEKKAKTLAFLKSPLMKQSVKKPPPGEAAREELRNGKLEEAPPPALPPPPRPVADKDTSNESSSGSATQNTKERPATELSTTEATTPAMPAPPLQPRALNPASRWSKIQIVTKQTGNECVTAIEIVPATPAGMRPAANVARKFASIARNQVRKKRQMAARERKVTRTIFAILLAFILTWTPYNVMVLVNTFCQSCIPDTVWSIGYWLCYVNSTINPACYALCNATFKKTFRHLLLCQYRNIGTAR
M1 PAM parental: counter-screen for M1 PAMs: effect in parental CHO-K1 cells; ATP EC20, Fluo-8 calcium fluorescence; 0% at ATP EC20, 100% at ATP max; activation, % at 3 µM; AID 602247; 0.02% of 360,000 active;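 active = activation above the run cutoff, the mean activation of all test compounds plus 3 SD, cut at about 40% in these data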;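 also: peak over basal fluorescence ratio in a 140 s read after ATP addition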
TAAR1 agonist: human TAAR1 agonism | 0.99% of 360,000 active | activation, % at 3 µM | AID 624467 | CHO RD-HGA16 TAAR1, Fluo-8 calcium fluorescence; vehicle wells 0%, saturating PEA agonist 100% | Q96RJ0;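 active = activation above the mean activation of all test compounds in the run plus 3 SD, cut at about 38% in these data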
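Repeats: no replicates (n 1) | Material: CHO-derived RD-HGA16 cells with stable Gα16 and human TAAR1 | Technique: Kinetic Fluo-8 calcium fluorescence | Schedule: 17-24 h seeding, 75 min 37 °C dye, 30 min RT | Evaluation: % activation from peak over basal fluorescence ratio, DMSO-to-PEA scaled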
Numbers without * were called inactive; . = not tested or not shown.

SMILES	CRFR2-BP antag	TAAR1 antag	CHRM5 antagonist	M5 PAM	CRFR2-BP ag	CHRM5 agonist	M4 PAM	M1 PAM parental	TAAR1 agonist
O=C(CN1CCN(C(c2ccccc2)c2ccccc2)CC1)Nc1ccc(N2CCOCC2)cc1	5	-4	4	-6	2.6	-1	4	17	9
CCC(=O)N1c2ccc(S(=O)(=O)N3CCN(c4ccc([N+](=O)[O-])cc4)CC3)cc2CC1C (stereo not given)	-14	0	-1	2	-2.4	2	-4	-5	1
Cc1cc(C)nc(N/C(=N/S(=O)(=O)Cc2ccccc2)Nc2ccccc2)n1	27	-9	-3	1	-2.2	1	-2	14	1
Cc1nn(-c2ccccc2)nc1C(=O)NN	-1	-12	6	-2	2.0	-4	1	15	1
COc1ccc(C2Nc3ccccc3C(=O)N2NS(=O)(=O)c2ccccc2)c(OC)c1 (stereo not given)	1	-12	-8	9	1.2	-2	10	7	4
COc1cc2c(cc1OC)C(C)N(C(=O)c1ccc(C)o1)CC2 (stereo not given)	3	10	6	-5	0.8	1	-2	-1	-1
Cn1c(=O)c2cc(NC(=O)Nc3cccnc3)ccc2n1Cc1ccc(Cl)cc1	.	2	8	-4	.	-1	-4	-6	1
CCOc1ccccc1NC(=O)NC1CC2CCCC(C1)N2Cc1nnnn1CCc1ccccc1 (stereo not given)	11	15	-9	-5	-2.3	-4	-11	10	-1
Cc1cc(C)n(-c2nc3c(c(=O)[nH]c(=O)n3C)n2C)n1	4	7	-7	8	-3.1	2	8	11	-3
COc1ccc(C2/C=C\CN(C(=O)C3CC3)[C@H](Cc3ccccc3)C(=O)N2Cc2ccc(F)cc2)cc1 (stereo not given in full)	29	.	7	-15	7.6	-2	-6	0	.
Cc1cc(N2CCOCC2)n2ncc(-c3ccccc3)c2n1	-3	-7	-2	-1	-1.5	1	2	0	10
COc1cccc(C(=O)/C=C/Nc2ccc(S(=O)(=O)Nc3cc(OC)nc(OC)n3)cc2)c1	2	-16	9	-4	-1.4	-2	-1	-1	3
CCC(=O)OC1(C)C(=O)C=C2C=C(C3CC3)OC=C2C1=O (stereo not given)	11	-13	2	3	3.5	0	16	11	3
CN1C(=O)OC(C)(CCc2ccccc2)C1(C)O (stereo not given)	-7	-23	6	-8	-1.3	-5	2	13	6
CCC(=O)OCCNc1cc(Sc2nc3ccccc3s2)c2nonc2c1[N+](=O)[O-]	5	14	7	-1	8.6	6	8	6	9
CCC(C)Nc1nc2c(c(=O)[nH]c(=O)n2C)n1CCCc1ccccc1 (stereo not given)	6	2	-1	2	-1.1	3	-4	12	-1
COC(=O)c1ccc(N=Cc2c(-c3ccccc3)[nH][nH]c2=O)cc1	24	-9	-7	2	1.3	-1	-1	22	8
CC(C)=CC(=O)Nc1ccc(S(=O)(=O)Nc2ccccn2)cc1	-4	10	4	5	-0.2	3	10	1	0
CCCCCOc1ccc(/C=C/c2c([N+](=O)[O-])c(=O)n(C)c(=O)n2C)cc1	13	23	1	-3	0.8	-4	-3	-7	0
Cc1ccc(N2CC(C(=O)Nc3ccc(C)c(S(=O)(=O)N(C)C)c3)CC2=O)cc1 (stereo not given)	-10	-24	-5	5	-0.8	2	4	5	-3
O=C(CNC1CCCCCC1)c1cccs1	-5	8	4	-1	1.8	-1	13	-14	6
COC(CNC(=O)c1c[nH]c2ccc(S(=O)(=O)N(C)c3ccc(F)cc3)cc2c1=O)OC	-1	-20	5	0	-0.8	-7	-2	-4	1
O=C(CN1C(=O)NC2(CCc3ccccc3C2)C1=O)NCc1ccco1 (stereo not given)	-2	7	6	-3	1.3	0	-3	-9	6
O=C(COC(=O)c1ccc(F)cc1F)Nc1cccc(S(=O)(=O)N2CCOCC2)c1	2	-5	4	-4	-0.6	5	-1	1	2
COCCNC(=O)C1(S(=O)(=O)c2ccccc2)CC=CC1	-2	-11	12	4	-0.6	4	6	4	6
SMILES	CRFR2-BP antag	TAAR1 antag	CHRM5 antagonist	M5 PAM	CRFR2-BP ag	CHRM5 agonist	M4 PAM	M1 PAM parental	TAAR1 agonist
CCCCNC(=O)c1ccc(NC(=O)CC2SC(N3CCCC3)=NC2=O)cc1 (stereo not given)	2	-12	0	2	-1.4	4	6	-11	1
CCOc1ccccc1/C=N/NC(=O)C[n+]1ccccc1	6	-7	1	5	2.0	-2	0	5	4
CCCc1cc2c(=O)c(-c3ccc4c(c3)OCCO4)coc2cc1OS(C)(=O)=O	3	28	2	-5	1.6	-1	1	0	6
Cc1ccc(C)c(NC(=O)c2cc3c([nH]c4ccccc43)c(C)n2)c1	4	28	1	0	-0.2	1	3	7	-2
CC(C)CCNC(=O)CCSCCC(=O)NCCC(C)C	-5	-3	6	0	-0.8	-3	-4	17	-2
O=C(NCc1ccco1)C1CCN(C(=O)c2cc3sccc3n2Cc2ccc(F)cc2)CC1	-7	17	3	-6	-1.4	6	-3	2	30
COc1ccccc1NC(=O)c1sc2nc(C)cc(C)c2c1N	-2	-30	2	3	1.2	-2	-2	4	4
O=C(CC12CC3CC(CC(C3)C1)C2)Nc1ccc2c(c1)COC2=O	17	9	0	-5	0.0	-11	-5	19	12
CC(C)(C)C(C(=O)NCc1ccccc1)N1CCN(C(=O)C2CCCO2)CC1 (stereo not given)	.	-3	11	-6	.	1	-2	.	2
CCC1=C(OC(=O)N(CC)CC)N2C(=O)OC(=NCC3CC3)[C@]2(C)[C@H]2C1=CC[C@H]1C(=O)N(CC)C(=O)[C@H]12	-2	-5	15	0	0.9	2	3	14	3
COc1cccc(OCc2nnc(SCC(=O)OC3CCCCC3)n2C)c1	0	-11	5	-3	-0.2	-4	10	17	15
COc1ccc(C(=O)N2CCC(n3nccc3NC(=O)C3CC3)CC2)c(OC)c1OC	-1	-16	3	-4	0.1	-2	-2	-9	1
Cc1nn(CC(=O)N(C)Cc2ccccc2)c(=O)c2cccn12	-4	0	1	-3	0.1	-1	5	-20	1
Cc1nc(N2CCN(c3ccccn3)CC2)c2c(C)c(C(=O)Nc3ccc(F)cc3Cl)sc2n1	2	14	21	-7	0.4	-4	-5	-14	2
COCCCNC(=O)c1cc2c(-c3ccc(Cl)cc3)nn(C)c2s1	8	4	5	-1	-1.0	2	5	24	0
CS(=O)(=O)N(Cc1cc2ccccc2[nH]c1=O)C1CCCCC1	-2	2	9	-1	9.8	2	-1	22	11
COc1cccc(CNC(=S)Nc2cccc(Cl)c2C)c1	47	3	19	-3	-2.5	-13	-8	-3	0
COCCN(CCOC)c1nc(-c2ccc(C)cc2)nc2ccccc12	-14	40	9	-9	1.1	0	-13	-14	10
COc1ccc(/C=N/NC(=O)C(C)Sc2ccccn2)cc1[N+](=O)[O-] (stereo not given)	17	4	9	7	-1.9	1	-8	24	2
COCCCn1cc(CN2CC(N(C)C)CS2(=O)=O)nn1 (stereo not given)	.	-29	-8	3	.	4	15	25	5
COc1ccc(NC(=O)c2nc(-n3nc(C)cc3C)ccc2Cl)cc1Cl	4	11	-6	1	-0.2	-2	2	3	5
COc1cccc(CNC(=O)c2ccc(C(=O)NCc3cccc(OC)c3)cc2)c1	-11	-13	10	-6	-0.1	0	1	-8	1
CCCCNC(=O)c1cc(-c2ccc(OC)c(OC)c2)on1	7	-23	1	-2	-0.9	-1	5	23	0
O=C(c1ccco1)N1CCN(CCCCOc2ccc(F)cc2)CC1	16	-1	-2	1	-4.3	-5	-2	13	3
CCOC(=O)C1=C(C)N(C[C@@H]2CC[C@@H](Cc3ccc(-c4ccccc4)cc3)O2)C(=O)NC1c1cccc2ccccc12 (stereo not given in full)	3	-17	0	-3	5.0	1	8	10	0

Compound profiles, from the list above. Screens in order: CRFR2-BP antag, TAAR1 antag, CHRM5 antagonist, M5 PAM, CRFR2-BP ag, CHRM5 agonist, M4 PAM, M1 PAM parental, TAAR1 agonist
Cc1ccc(C)c(NC(=O)c2cc3c([nH]c4ccccc43)c(C)n2)c1 as listed: 4, 28, 1, 0, -0.2, 1, 3, 7, -2
CS(=O)(=O)N(Cc1cc2ccccc2[nH]c1=O)C1CCCCC1 as listed: -2, 2, 9, -1, 9.8, 2, -1, 22, 11
CCC(=O)OCCNc1cc(Sc2nc3ccccc3s2)c2nonc2c1[N+](=O)[O-] as listed: 5, 14, 7, -1, 8.6, 6, 8, 6, 9
COCCNC(=O)C1(S(=O)(=O)c2ccccc2)CC=CC1 as listed: -2, -11, 12, 4, -0.6, 4, 6, 4, 6
COCCCNC(=O)c1cc2c(-c3ccc(Cl)cc3)nn(C)c2s1 as listed: 8, 4, 5, -1, -1.0, 2, 5, 24, 0

Next results follow:
SMILES	CRFR2-BP antag	TAAR1 antag	CHRM5 antagonist	M5 PAM	CRFR2-BP ag	CHRM5 agonist	M4 PAM	M1 PAM parental	TAAR1 agonist
Cc1ccc(C)c(NC(=O)c2cc3ccccn3n2)c1	14	-6	-3	-2	0.2	-1	4	7	5
Cc1cc(=O)oc2cc(OCC3CC(c4ccc(Cl)cc4)=NO3)ccc12 (stereo not given)	-5	7	0	-5	4.2	-5	14	13	2
CCc1cc(=O)oc2cc(C)cc(OC(C)C(=O)NCC(O)c3ccccc3)c12 (stereo not given)	-8	-26	11	-6	-3.3	-2	-4	8	21
Cc1ccc(S(=O)(=O)N2CCOCC2)cc1NC(=O)COc1ccc2c(C)cc(=O)oc2c1	-17	-1	-10	1	10	1	0	16	4
c1ccc(COc2ncnc3c2ncn3CCCNCC(c2ccccc2)c2ccccc2)cc1	-9	0	-2	-4	-1.8	0	-7	20	21
C=CCOC(=O)C1=C(C)NC(SCC)=C(C#N)C1c1ccc(Cl)cc1 (stereo not given)	13	24	10	-8	0.4	-10	-7	17	5
NC(=S)NN=C1CCCC(C(F)(F)F)C1 (stereo not given)	3	-2	17	-5	-0.1	-2	3	0	0
O=C1CC(=O)Nc2cc(S(=O)(=O)Nc3cccc(C(F)(F)F)c3)ccc2N1	15	-8	-10	8	0.6	-1	-4	1	7
Cc1ccc(NC(=O)C2CCN(c3cnccn3)CC2)cc1C	15	-7	5	-3	-2.0	-2	4	14	12
Cc1noc(C)c1C(=O)N1CC(C)OC(C)C1 (stereo not given)	-10	0	2	-4	2.0	-1	-1	-1	-1
CC1CCC(C(C)C)C(OC(=O)CSc2n[nH]c(=O)[nH]c2=O)C1 (stereo not given)	26	-2	-1	5	-1.1	1	17	12	4
COc1ccc(-c2nc(CS(=O)CC(=O)NCCCN3CC(C)CC(C)C3)c(C)o2)cc1OC (stereo not given)	-19	-8	0	0	-1.4	0	-6	-2	3
O=C(NC1CCCCC1)C(c1ccc(C(F)(F)F)cc1)n1c(=O)c(-c2cc3ccccc3[nH]2)nc2ccccc21 (stereo not given)	.	-5	-18	5	.	4	1	.	-1
Cc1c(C(=O)O)oc2ccc(S(=O)(=O)NCc3ccc(F)cc3)cc12	9	-2	2	-2	0.6	3	2	-5	13

Source: PubChem (several laboratories)
